Assay outcomes: PubChem BioAssay, several laboratories
STEP block: blocks human striatal-enriched tyrosine phosphatase; recombinant STEP, OMFP fluorogenic substrate, fluorescence; inhibition, % at 20 µM; AID 588621; 360,000 tested, 0.25% active;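 active means inhibition at 20 µM, scaled per plate between control wells, above about 37%, limit read from the data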;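 further: 0% = DMSO with enzyme and substrate and 100% = substrate only without enzyme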
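System: STEP phosphatase, cell-free reaction; Buffer or medium: Bis-Tris pH 6.0 buffer with DTT, detergent; Incubation: 20 min at room temperature, dark; Measured by: fluorescence, 480/540 nm.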
Scp-1 inhibitor: Scp-1 (human) phosphatase inhibition; Recombinant Scp1, phosphopeptide, malachite green phosphate absorbance; inhibition, % at 20 µM; 340,000 tested, 0.88% active; AID 493091;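 active means inhibition above about 50% at 20 µM, limit read from the data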;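 further: plate controls were DMSO wells with enzyme for no effect and wells lacking enzyme for full effect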
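Test system: SCP-1 phosphatase catalytic domain, residues 76-261; measured by: colorimetric phosphate reagent with accelerator and stabiliser, absorbance at 630 nm; timing: enzyme reaction 45 min at room temperature, colour 5 min, stabilisation 30 min; also added: Phosphorylated 17-residue peptide substrate; compound dosing: one concentration, 20 µM, with 1.0% DMSO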
NadD inh: NadD (S. aureus) enzyme inhibition; purified NadD enzyme, colorimetric absorbance read-out; inhibition, % at 20 µM; 360,000 tested, 0.78% active; in the data active means inhibition above about 26%; further: some compounds past the cut are filed as inactive
LMPTP block: LMPTP (human) inhibition; P24666; recombinant LMPTP-A, OMFP fluorogenic substrate, fluorescence intensity; 360,000 tested, 0.22% active; inhibition, % at 20 µM;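 active means compounds that cut the enzyme signal by at least half of the control window in the single-dose screen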;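 further: plate controls were DMSO wells with enzyme plus substrate for no effect and substrate without enzyme for full effect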
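Test system: LMPTP-A phosphatase enzyme; input: 0.625 nM LMPTP-A final; reagent: OMFP substrate, 400 µM final; compound dosing: 20 µM single dose, 3% DMSO; incubation: 50 min dark incubation at room temperature; measured by: endpoint fluorescence intensity from OMFP dephosphorylation; measure: % inhibition relative to no-enzyme and uninhibited control wells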
CSN inh: inhibitors of human CSN-mediated cullin deneddylation. inhibition, % at 12.5 µM. AID 651999. 360,000 tested, 0.38% active. Q92905. Purified CSN, SCF-Nedd8-OG deneddylation, fluorescence polarization;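 active means pattern-corrected inhibition above about 35%, with an unprinted fluorescence ratio check between 0.5 and 1.5, limit read from the data, passing the limit was not always enough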;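 further: 0% = enzyme with substrate and 100% = substrate without enzyme; some results filed as inactive read as strong as hits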
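Material: human Csn5 produced in HEK293T cells; Input: enzyme 0.24 nM; Reagent: SCFSkp2-Nedd8OG substrate at 10 nM final; Dosing: 12.5 µM compound; Incubation: 90 min reaction at room temperature; Detection: fluorescence polarization of the substrate; Evaluation: % inhibition of substrate cleavage by Csn5; Control set: substrate-only high control, full reaction low control.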
Rpn11 block: Rpn11 (human) deubiquitinase inhibition. O00487. human 26S proteasome, Ub4-pepOG fluorescence polarization; 20S core pre-blocked with epoxomicin. calls only at 20 µM. 360,000 tested, 0.59% active. AID 588493;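 active means inhibition at 20 µM, scaled to each plate's controls, above about 33%, limit read from the data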
PABP1 MLLE inh: blocks PAM2 peptide binding to the PABP1 MLLE domain; 360,000 tested, 0.36% active; P11940; inhibition, % at 20 µM; GST-MLLE / FITC-PAM2 fluorescence polarization; in the data active means inhibition above about 35%, passing the limit was not always enough;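 further: plate controls were DMSO wells with GST-MLLE for no effect and wells lacking GST-MLLE protein for full effect; some results filed as inactive read as strong as hits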
DNMT1 block: DNMT1 (human) enzyme inhibition. DNMT1 molecular beacon, Hinp1I cleavage, fluorescence. inhibition (reported as % activation of signal), % at 10 µM. 360,000 tested, 0.83% active. P26358; in the data active means inhibition above about 50%
SUMO1-SIM PPI: alters human SUMO1 binding to SIM partners. inhibition, % at 20 µM. P63165. 360,000 tested, 0.33% active. SUMO1 binding to a labelled peptide, TR-FRET, 1 h; in the data active means inhibition above about 37%
Tb MetRS inh: blocks T. brucei methionyl-tRNA synthetase activity | purified T. brucei MetRS, ATP depletion, Kinase-Glo luminescence | inhibition, % at 11.9 µM | 360,000 tested, 0.4% active;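 active means inhibition above a per-plate cutoff of the control wells' mean inhibition plus 3 SD, cut at about 5.5% in these data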;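 further: 0% = DMSO wells median and 100% = median of wells with control inhibitor compound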
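assay system = parasite MetRS enzyme | timing = 15 min preincubation, 2 h reaction, all 25 °C | evaluation = percent inhibition relative to median high and low control wells | medium = HEPES buffer containing pyrophosphatase, BSA, spermine, DTT | compound = single dose, 11.9 µM final nominal, 0.9% final DMSO | detection = Kinase-Glo luminescence, ATP depletion format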
* marks the source's active call; other numbers are inactive results; i = inactive; nt = not tested or not shown.

SMILES	STEP block	Scp-1 inhibitor	NadD inh	LMPTP block	CSN inh	Rpn11 block	PABP1 MLLE inh	DNMT1 block	SUMO1-SIM PPI	Tb MetRS inh
CC(C)CCNC(=O)CCCOc1cc(=O)n(C)c2ccccc12	2	3	6	-0.1	-4	i	6	0	1	-0.9
COc1cc2nc(N3CCN(c4cc(C)ccc4C)CC3)nc(N)c2cc1OC	5	-2	3	6.4	1	i	2	-2	-14	-1.0
CCOc1ccccc1NS(=O)(=O)c1ccc2[nH]c(=O)ccc2c1	5	28	-5	3.4	-1	i	-13	5	0	-1.4
CCc1noc(C)c1C(=O)OCC(=O)N1CCc2ccccc21	-1	0	-3	-1.6	-3	i	-7	0	2	-0.5
CCCC(=O)OC/C(O)=C(\C#N)c1nc2ccccc2[nH]1	-1	-8	0	-0.3	5	i	-18	-6	10	0.2
Cn1cc(C(=O)N/N=C/c2ccc([N+](=O)[O-])cc2)c2ccccc21	-2	0	1	6.7	3	i	-34	9	-17	-0.2
CCCNC(=O)/C(=C/c1cn(S(=O)(=O)N(C)C)c2ccccc12)NC(=O)c1ccc(OC)cc1	4	-4	-7	-1.2	0	i	-4	2	0	-0.7
O=C(Nc1cc2c3c(c1)C1CCCC1CN3CC1CCCC21)c1ccccc1 (centres undefined)	1	-1	26	28	6	i	3	-7	-8	-0.3
CCc1cccc(C)c1NC(=O)CSc1ncn[nH]1	-2	0	-1	0.2	1	i	6	4	-3	-1.2
O=C(Nc1ccccc1N1CCCCC1)c1ccc(N2C(=O)c3ccccc3C2=O)cc1	2	5	19	1.8	7	i	-4	-4	-9	-0.9
COc1ccc(S(=O)(=O)NCc2ccccn2)cc1Br	2	-2	-6	-4.1	-2	i	13	-1	3	-0.4
CCOC(=O)CNC(=O)CSc1nnc(NC(=O)c2ccc(S(=O)(=O)N3CCOCC3)cc2)s1	-1	-8	-7	0.3	2	i	6	5	-1	-0.2
CCc1ccc(C(=O)COC(=O)c2cc([N+](=O)[O-])ccc2NCCO)cc1	3	-9	-10	1.0	0	i	1	90*	-16	-1.1
CC1CC(C)CN(CCCNS(=O)(=O)c2cc(Br)cc3c2N(C(=O)C2CC2)CC3)C1 (centres undefined)	-2	2	-6	-1.1	1	i	5	0	1	-0.3
CCOC(=O)CSc1cc(-c2ccccc2)nc2ncnn12	1	-4	2	-0.8	0	i	27	-5	-4	0.1
CCC(C)(C(=O)NC1CCCCC1)N(C(=O)C1CCC(=O)N1)c1ccc(C)cc1 (centres undefined)	-1	-2	2	1.2	-3	i	11	-1	-4	0.4
Cc1ccc(C)c(OCCC(=O)NNC(=O)c2ccccc2F)c1	-1	-7	-8	-1.7	-2	i	-2	-5	-1	-0.5
CC1CCCCN1CCNC(=O)c1cc2c(-c3ccccc3F)nn(C)c2s1 (centres undefined)	-2	-9	2	1.4	-1	i	-2	2	-1	0.9
CCCc1nc2ccc(C)cn2c1Cc1ccccc1	0	nt	3	1.6	-1	i	-9	-1	-4	0.6
O=C(Cn1nnc(-c2ccc(F)cc2)n1)OCC(=O)c1ccccc1	-2	-10	-9	0.3	16	i	-26	1	-3	-0.1
Cc1cc(C)c(/C=C2\C(=O)Nc3ccccc32)[nH]1	-2	-11	4	2.0	7	i	76	10	-34	-0.4
CCOC(=O)c1c(-c2ccccc2)csc1NC(=O)CSc1nncs1	2	-10	-2	3.3	-3	i	-2	-6	-1	-0.9
Cn1c(=O)[nH]c(NCCc2ccc(O)cc2)c([N+](=O)[O-])c1=O	0	-9	-5	-0.6	0	i	16	4	1	0.2
CCSc1nc2c(c(=O)[nH]1)C(c1cccnc1)C(C(=O)OC)=C(C)N2 (centres undefined)	-2	-1	-1	0.0	1	i	2	-1	3	-0.1
CCCNC(=O)CS(=O)Cc1nc(-c2ccccc2C)oc1C (centres undefined)	-3	-7	4	-0.4	-4	i	14	1	0	-0.7

Structures listed so far shown as hits in DNMT1 block:
SMILES	STEP block	Scp-1 inhibitor	NadD inh	LMPTP block	CSN inh	Rpn11 block	PABP1 MLLE inh	DNMT1 block	SUMO1-SIM PPI	Tb MetRS inh
CCc1ccc(C(=O)COC(=O)c2cc([N+](=O)[O-])ccc2NCCO)cc1	3	-9	-10	1.0	0	i	1	90*	-16	-1.1

Later entries
SMILES	STEP block	Scp-1 inhibitor	NadD inh	LMPTP block	CSN inh	Rpn11 block	PABP1 MLLE inh	DNMT1 block	SUMO1-SIM PPI	Tb MetRS inh
CC(C)(C)OC(=O)[C@H](NC(=O)OCc1ccccc1)c1ccccc1	-2	-5	-5	-0.3	-3	i	2	3	14	-0.2
Clc1ccccc1OCCNc1nc(NCC2CC2)nc2ccsc12	1	nt	-6	26	-2	i	5	1	1	-0.2
CS(=O)(=O)N1CCc2cc(C(=O)Nc3ccc(O)cc3)ccc21	-2	-6	-1	0.2	1	i	7	-8	8	0.6
CC(C)CCN1C(=O)c2ccc(C(=O)Nc3cc(C(=O)O)cc(C(=O)O)c3)cc2C1=O	4	-12	-6	-1.1	3	i	7	1	-5	-1.8
Cc1nnc(C)n1N	4	-9	-3	-0.3	-1	i	-14	-1	-2	-0.1
CC1CCCN(CCCOc2ccc(Br)cc2Cl)C1 (centres undefined)	3	-1	-9	-1.0	1	i	11	2	-4	17*
O=C(N1CCCCCC1)n1c(Cc2ccccc2)nc2ccccc21	-8	-5	10	-1.5	-3	i	1	1	-2	-0.4
CCN(c1cccc(C)c1)S(=O)(=O)c1ccc2c(c1)NC(=O)CCS2	0	3	-7	0.0	4	i	11	1	-2	-0.7
Cn1cnnc1SC1c2cccc3cccc(c23)C1NS(=O)(=O)c1ccc(Cl)cc1 (centres undefined)	-3	4	4	0.6	-3	i	-2	-6	-10	0.5
O=C(NN=C1CCCCCC1)c1ccncc1	-1	-9	-2	-1.1	1	i	0	1	1	-0.4
Cc1cccc(C)c1-n1nnnc1C(c1ccnc2ccccc12)N(CCC#N)Cc1ccccc1 (centres undefined)	nt	nt	8	1.5	-4	nt	nt	nt	5	-0.8
CNC(=O)c1ccc(CN(C)CC(=O)Nc2ccccc2C(=O)NC2CC2)cc1	-2	-9	7	-0.8	-4	i	-28	1	2	-0.1
CCCC(=O)Nc1cccc(NC(=O)c2ccc3c(c2)OCO3)c1	-2	44	-2	0.5	1	i	-1	0	2	0.0
COc1cccc(NC(=O)COc2coc(CN3CCN(c4ccccc4)CC3)cc2=O)c1	2	7	-6	-0.2	4	i	8	-9	2	-0.3
CCOCCCNc1nc2c([nH]1)c(=O)n(C)c(=O)n2C	2	-2	-2	-2.1	0	i	-12	-1	1	-0.6
O=C(Cn1cc(/C=N/O)c2ccccc21)N1CCOCC1	-2	-6	6	1.1	0	i	12	-2	-3	-0.6
O=C(Cn1cc2c(n1)CCCC2)NCc1ccccn1	-4	4	0	0.1	-1	i	8	2	2	0.2
Cc1ccc(NC(=O)CSc2nnc(C3CC3)n2CC2CCCO2)c(C)c1 (centres undefined)	0	-4	1	-0.7	3	i	13	-1	6	-0.2
CCCN1CCN(C(=O)C2CCCN(c3ncnc4c3nc3n4CCCCC3)C2)CC1 (centres undefined)	-1	-8	-9	-0.7	2	i	12	1	2	0.0
O=C(NC(Cc1ccccc1)C(=O)O)/C(=C/c1ccc(F)cc1)NC(=O)c1ccccc1 (centres undefined)	-2	-5	1	-0.2	0	i	-11	1	4	-0.6
COc1ccc(S(=O)(=O)Nc2cccc(NC(C)=O)c2)cc1	0	-9	-6	-0.1	4	i	-4	-9	0	-1.5
CS(=O)(=O)N1CCN(c2ccccc2NC(=O)Nc2cccc(Cl)c2)CC1	-3	-6	-7	2.3	-3	i	0	0	2	8.4*
Cc1ccc(NC(=O)c2cc(N3C(=O)C=CC3=O)ccc2Cl)cc1C	1	0	24	-2.0	-8	i	24	-11	2	0.8
Cc1cc(NC(=O)c2ccc(NC(=O)C3CCCO3)cc2)ccc1Br (centres undefined)	-3	-11	-14	0.5	-1	i	-15	-3	3	-0.5
CCC12CC3CC(C1)CC(C(=O)Nc1nn[nH]n1)(C3)C2	-2	28	11	-1.1	-3	i	13	-1	0	-0.1
Clc1ccc2nc(CSc3ncn[nH]3)cn2c1	-2	-3	0	-0.8	-6	i	2	-1	0	0.3
CC(C)C(OC(=O)c1cccs1)C(=O)NC1CCCCC1 (centres undefined)	0	-7	0	-1.3	0	i	-1	-3	3	-0.2
Cc1ccc(CN2CCSc3sccc3C2=O)cc1	1	-2	-5	0.6	-3	i	2	6	-1	0.0

One compound at a time, as listed above. Values in the order: STEP block, Scp-1 inhibitor, NadD inh, LMPTP block, CSN inh, Rpn11 block, PABP1 MLLE inh, DNMT1 block, SUMO1-SIM PPI, Tb MetRS inh
CCCC(=O)Nc1cccc(NC(=O)c2ccc3c(c2)OCO3)c1 in the list: -2, 44, -2, 0.5, 1, i, -1, 0, 2, 0.0
O=C(Cn1cc2c(n1)CCCC2)NCc1ccccn1 in the list: -4, 4, 0, 0.1, -1, i, 8, 2, 2, 0.2

Look-ups from the list:
`CCCC(=O)Nc1cccc(NC(=O)c2ccc3c(c2)OCO3)c1` – Tb MetRS inh: 0.0
`Cn1cnnc1SC1c2cccc3cccc(c23)C1NS(=O)(=O)c1ccc(Cl)cc1` (centres undefined) – Tb MetRS inh: 0.5
`CC(C)CCN1C(=O)c2ccc(C(=O)Nc3cc(C(=O)O)cc(C(=O)O)c3)cc2C1=O` – LMPTP block: -1.1
`Cc1ccc(CN2CCSc3sccc3C2=O)cc1` – PABP1 MLLE inh: 2
